Assay outcomes from PubChem.
ERp5 block = blocks human ERp5 reductase activity on insulin; inhibition, % at 9.99 µM; Q15084; ERp5 insulin aggregation, absorbance 650 nm, 90 min; AID 651711; actives 0.05% (n = 350,000);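 active means mean replicate inhibition above about 25%, with every replicate also reaching it, limit read from the data, passing the limit was not always enough; inconclusive means only one of those two criteria met; inactive means neither criterion met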
Target sequence (Q15084 whole entry, looked up): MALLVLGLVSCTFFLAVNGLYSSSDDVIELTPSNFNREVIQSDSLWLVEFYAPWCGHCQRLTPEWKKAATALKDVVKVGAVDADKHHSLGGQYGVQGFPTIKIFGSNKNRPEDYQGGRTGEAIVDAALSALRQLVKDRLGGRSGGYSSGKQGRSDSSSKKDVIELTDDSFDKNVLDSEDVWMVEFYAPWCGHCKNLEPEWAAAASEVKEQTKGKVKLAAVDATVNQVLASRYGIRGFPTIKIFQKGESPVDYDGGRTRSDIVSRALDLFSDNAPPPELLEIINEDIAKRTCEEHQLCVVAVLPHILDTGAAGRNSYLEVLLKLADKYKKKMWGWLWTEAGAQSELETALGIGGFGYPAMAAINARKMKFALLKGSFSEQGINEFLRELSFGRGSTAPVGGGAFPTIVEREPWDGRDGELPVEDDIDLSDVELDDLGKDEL
F508del corr = CFTR F508del correction in bronchial cells; CFBE cells, YFP halide quenching; stimulated with forskolin plus potentiator P3; % fluorescence drop versus neutral controls; activity (quench increase), % at 7.58 µM; actives 0.36% (n = 350,000);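 active means mean added fluorescence quench of at least 8% versus neutral control, with both replicates also reaching 8%; inconclusive means only one of the mean or replicate conditions met; inactive means mean below 8% and not both replicates reaching 8%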;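 further: cells transiently co-express mutant CFTR-F508del with the halide-sensitive YFP; corrector assay measuring rescue of mutant channel to the surface after 24 h compound exposure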
ERAP1 inh = ERAP1 (human) enzyme inhibition. Q9NZ08. recombinant ERAP1, Leu-AMC fluorescence, 60 min. inhibition, % at 10.7 µM. actives 0.15% (n = 340,000). AID 652197;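 active means mean replicate inhibition of at least 30%, or all replicates individually reaching that 30% level; inactive means mean below 30% and not every replicate reaching it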;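 further: 0% = neutral control wells and 100% = L-leucinethiol positive control wells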
CASP6 VEID inh = blocks human caspase-6 cleavage activity | purified caspase-6, Z-VEID-R110 cleavage fluorescence | AID 686996 | P55212 | actives 0.53% (n = 350,000) | inhibition, % at 12.5 µM;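 active means mean inhibition across replicates at least about 35%, with every replicate also reaching that limit, limit read from the data; inconclusive means only one of the two criteria met; inactive means neither criterion met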;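 further: 0% = median of neutral control wells and 100% = no fluorescence left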
Target sequence (P55212 24-179 limits assumed): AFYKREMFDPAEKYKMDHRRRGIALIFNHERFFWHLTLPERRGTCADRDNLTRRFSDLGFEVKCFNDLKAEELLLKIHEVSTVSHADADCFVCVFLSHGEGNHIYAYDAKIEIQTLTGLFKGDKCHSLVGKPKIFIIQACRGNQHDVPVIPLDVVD
Target sequence (P55212 194-293 limits assumed): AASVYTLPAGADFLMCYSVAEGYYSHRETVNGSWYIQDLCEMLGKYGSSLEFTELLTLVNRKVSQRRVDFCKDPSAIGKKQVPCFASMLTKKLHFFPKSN
miR122 inh = miR-122 inhibition in Huh7 cells; activation (reporter increase), % at 12.5 µM; actives 0.3% (n = 340,000); Huh7 miR-122 Renilla luciferase sensor, 48 h; neutral wells = 0, positive control = 100;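 active means mean replicate activation score at least 90 and every replicate individually at or above 90; inconclusive means only one of the two criteria met; inactive means neither criterion met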;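 further: higher luciferase means less miR-122 activity so hits act as miR-122 inhibitors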
DENV2 CPE rescue = protects cells from dengue virus 2 cytopathic effect; DENV2-infected cells, cytopathic effect rescue, plate reader; CPE inhibition, % at 9.99 µM; actives 1.7% (n = 350,000); in the data active means CPE inhibition above about 20%, passing the limit was not always enough; inconclusive means no clear call, values can overlap the other calls; tested in BHK-21 cells;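 further: 0% = median of neutral control wells and 100% = median of positive control wells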
SIRT5 block = sirtuin-5 (human) deacylase inhibition; Q9NXA8; Purified SirT5, succinyl-peptide AMC, trypsin-coupled fluorescence; inhibition, % at 15 µM; actives 1.1% (n = 330,000); AID 652115; in the data active means inhibition above about 15%; inconclusive means no clear call, values can overlap the other calls
Target sequence (Q9NXA8 whole entry, looked up): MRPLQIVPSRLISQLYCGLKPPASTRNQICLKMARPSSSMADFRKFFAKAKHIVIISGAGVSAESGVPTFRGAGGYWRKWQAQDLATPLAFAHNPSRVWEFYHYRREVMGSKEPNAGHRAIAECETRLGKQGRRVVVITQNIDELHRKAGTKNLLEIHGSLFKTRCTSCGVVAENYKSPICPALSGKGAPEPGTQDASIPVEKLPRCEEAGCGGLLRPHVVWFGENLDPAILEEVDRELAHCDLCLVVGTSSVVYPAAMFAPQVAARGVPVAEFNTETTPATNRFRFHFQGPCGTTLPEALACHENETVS
The depositor's hits bear a star; [ ] = remark or other dose.

Results for O=C(CCn1nc(-c2ccccc2)ccc1=O)N1CCN(c2ccccc2)CC1 ?
ERp5 block: 8; F508del corr: 0.1; ERAP1 inh: 5; CASP6 VEID inh: 6; miR122 inh: -13; DENV2 CPE rescue: 1; SIRT5 block: -5

Results for Cc1noc(C)c1NC(=O)Nc1ccc2c(c1)C(=O)N(C)[C@@H]1CC[C@H](CC(=O)N(C)C)O[C@@H]1CO2 ?
ERp5 block: -4; F508del corr: 1.9; ERAP1 inh: 2; CASP6 VEID inh: 1; miR122 inh: -3[16.7 µM]; DENV2 CPE rescue: -7; SIRT5 block: 2

What do the screens show for `N#C[C@H]1[C@@H](c2ccc(-c3cccc(F)c3)cc2)[C@H](CO)N1C(=O)c1cccnc1`?
ERp5 block: 1; F508del corr: 0.1; ERAP1 inh: -3; CASP6 VEID inh: 0; DENV2 CPE rescue: inconclusive; SIRT5 block: 3

What do the screens show for `Cc1cc(NC(=O)c2ccccc2F)ncc1NC(=O)c1cccs1`?
ERp5 block: 0; F508del corr: -0.2; ERAP1 inh: 18; CASP6 VEID inh: 2; miR122 inh: -4; DENV2 CPE rescue: -15; SIRT5 block: 2

Results for COc1cc(-c2cnc3c(NC=O)cc(-c4cccc(NC(C)=O)c4)cn23)cc(OC)c1OC ?
ERp5 block: 5; ERAP1 inh: -6; CASP6 VEID inh: 3; miR122 inh: 20; DENV2 CPE rescue: 14; SIRT5 block: 1

How did C[C@@H]1CN([C@H](C)CO)C(=O)c2cc(NC(=O)Cc3ccccc3)ccc2O[C@H]1CN(C)S(=O)(=O)c1cn(C)cn1 do in these assays?
ERp5 block: 3; F508del corr: -3.3; ERAP1 inh: 3; CASP6 VEID inh: -1; miR122 inh: 2[16.7 µM]; DENV2 CPE rescue: 0; SIRT5 block: -10

Results for COc1ccc(-c2cnc3c(c2)C(=O)N([C@@H](C)CO)C[C@@H](C)[C@H](CN(C)C(=O)Cc2ccccn2)O3)cc1 ?
ERp5 block: -1; F508del corr: -2.0; ERAP1 inh: 0; CASP6 VEID inh: 2; miR122 inh: 10[16.7 µM]; DENV2 CPE rescue: -6; SIRT5 block: -1

How did C[C@@H]1CCCCO[C@@H](CN(C)S(C)(=O)=O)[C@@H](C)CN([C@H](C)CO)C(=O)c2cc(NC(=O)c3ccccc3)ccc2O1 do in these assays?
ERp5 block: -2; F508del corr: -0.7; ERAP1 inh: -1; CASP6 VEID inh: 0; miR122 inh: 1[16.7 µM]; DENV2 CPE rescue: 85*; SIRT5 block: 2

What do the screens show for `COc1ccc(NC(=O)Cn2nnc3ccccc32)c([N+](=O)[O-])c1`?
ERp5 block: -6; F508del corr: -4.3; ERAP1 inh: -1; CASP6 VEID inh: 2; DENV2 CPE rescue: -5; SIRT5 block: -3

How did CC(=O)Nc1ccc(S(=O)(=O)N2CCN(C(=O)c3ncoc3-c3ccc(C)cc3)CC2)cc1 do in these assays?
ERp5 block: 1; F508del corr: -1.6; ERAP1 inh: -2; CASP6 VEID inh: 2; miR122 inh: 9; DENV2 CPE rescue: 7; SIRT5 block: -2

What do the screens show for `CCCCC#Cc1ccccc1COC[B-](F)(F)F`?
ERp5 block: 2; F508del corr: 0.2; ERAP1 inh: 4; CASP6 VEID inh: 8; DENV2 CPE rescue: -4; SIRT5 block: 0

How did Cc1ccccc1-c1nc(CN2CCC(C(=O)NCCCN3CCCC3)CC2)c(C)o1 do in these assays?
ERp5 block: 2; ERAP1 inh: 10; CASP6 VEID inh: -92; miR122 inh: -4; SIRT5 block: -6

What do the screens show for `Cc1ccc(N2CCN(/N=C/C(Cl)=C/c3ccccc3)CC2)cc1`?
ERp5 block: 6; F508del corr: 3.8; ERAP1 inh: -3; CASP6 VEID inh: -1; miR122 inh: -6; DENV2 CPE rescue: 7; SIRT5 block: -4

What do the screens show for `Cc1nc2ccccn2c1C(=O)Nc1ccc(Cl)cc1`?
ERp5 block: 3; F508del corr: 1.9; ERAP1 inh: -3; CASP6 VEID inh: -5; DENV2 CPE rescue: 4; SIRT5 block: 7

How did C[C@H](CO)N1C[C@H](C)[C@H](CN(C)S(=O)(=O)c2cccs2)Oc2ccc(NC(=O)Nc3cccc4ccccc34)cc2CC1=O do in these assays?
F508del corr: -2.8; miR122 inh: -10[16.7 µM]; DENV2 CPE rescue: 0

How did COc1cc(OC)cc(C(=O)N[C@H](C(=O)NCc2ccco2)C(C)C)c1 do in these assays?
ERp5 block: 6; F508del corr: 2.3; ERAP1 inh: -3; CASP6 VEID inh: 0; miR122 inh: -1; DENV2 CPE rescue: -4; SIRT5 block: -3

What do the screens show for `C[C@@H]1CN([C@H](C)CO)C(=O)c2cc(Br)cnc2O[C@H]1CN(C)C(=O)c1ccccn1`?
ERp5 block: 2; F508del corr: -1.7; ERAP1 inh: 4; CASP6 VEID inh: 1; miR122 inh: -5[16.7 µM]; DENV2 CPE rescue: -3; SIRT5 block: -3

What do the screens show for `COc1cc(CNc2ccc3[nH]c(=O)[nH]c3c2)ccc1OCc1ccc(C)cc1`?
ERp5 block: 1; F508del corr: 3.9; ERAP1 inh: 0; CASP6 VEID inh: 2; miR122 inh: -11; DENV2 CPE rescue: 9; SIRT5 block: -1

What do the screens show for `Cc1cc(C)cc(C(=O)NC(=S)Nc2cccnc2)c1`?
ERp5 block: 4; F508del corr: -1.9; ERAP1 inh: 4; CASP6 VEID inh: 4; miR122 inh: 1; DENV2 CPE rescue: -1; SIRT5 block: 0

How did CN1CCN(S(=O)(=O)c2ccc(Br)c3nsnc23)CC1 do in these assays?
ERp5 block: 1; ERAP1 inh: 4; CASP6 VEID inh: 3; miR122 inh: -6; SIRT5 block: -1

Results for Cc1cc(NC(=O)CCN2CCN(CCO)CC2)ccc1Br ?
ERp5 block: -2; F508del corr: 1.0; ERAP1 inh: 4; CASP6 VEID inh: -10; miR122 inh: 0; DENV2 CPE rescue: 9; SIRT5 block: 2

What do the screens show for `COC(=O)[C@@]1(C(C)C)N=C(c2cc(OC)c(OC)c(OC)c2)[C@]2(O1)C(=O)N(C)c1ccc(Br)cc12`?
ERp5 block: 3; F508del corr: 3.1; CASP6 VEID inh: 3; DENV2 CPE rescue: -4; SIRT5 block: 2

Results for CCOc1ccccc1N1CC(C(=O)Nc2cc(S(C)(=O)=O)ccc2Cl)CC1=O (stereo not given) ?
ERp5 block: -1; F508del corr: -2.7; ERAP1 inh: 4; CASP6 VEID inh: 5; DENV2 CPE rescue: 10; SIRT5 block: -4

Results for COc1cccc(-c2nc(N3CCCC3)c3ccccc3n2)c1O ?
ERp5 block: -1; F508del corr: -0.1; ERAP1 inh: 0; CASP6 VEID inh: 2; miR122 inh: -4; DENV2 CPE rescue: -3; SIRT5 block: -5

Results for Cc1ccc(N2CCN(/N=C/c3ccccc3[N+](=O)[O-])CC2)cc1 ?
ERp5 block: -1; F508del corr: -2.3; ERAP1 inh: -2; CASP6 VEID inh: -3; miR122 inh: 3; DENV2 CPE rescue: 2; SIRT5 block: -3

Results for CC(C)CNS(=O)(=O)c1ccc(S(=O)(=O)N2CCN(CCC#N)CC2)cc1 ?
ERp5 block: -10; F508del corr: 0.4; CASP6 VEID inh: -4; miR122 inh: -1; DENV2 CPE rescue: 2

How did Cc1cccc(NC(=O)Cn2cnc3c(cnn3-c3ccc(F)cc3)c2=O)c1C do in these assays?
ERp5 block: -1; F508del corr: 2.0; ERAP1 inh: 0; CASP6 VEID inh: -3; miR122 inh: -1; DENV2 CPE rescue: -8; SIRT5 block: -1

Results for CC(=O)c1cccc(OCc2cc(C(=O)NCCC3=CCCCC3)no2)c1 ?
ERp5 block: 6; F508del corr: -2.5; ERAP1 inh: -4; CASP6 VEID inh: 3; miR122 inh: -2; DENV2 CPE rescue: -3; SIRT5 block: -2

Results for C[C@H](O)C#Cc1cnc2c(c1)C(=O)N([C@H](C)CO)C[C@@H](C)[C@@H](CN(C)C(=O)Nc1ccc(F)cc1)O2 ?
ERp5 block: 1; F508del corr: -1.1; ERAP1 inh: 0; CASP6 VEID inh: 0; miR122 inh: -6[16.7 µM]; DENV2 CPE rescue: 2; SIRT5 block: -2

What do the screens show for `CCS(=O)(=O)c1ccc2oc(Nc3ccccc3Br)nc2c1`?
ERp5 block: 2; F508del corr: -0.6; ERAP1 inh: 7; CASP6 VEID inh: 4; miR122 inh: 1; DENV2 CPE rescue: 4; SIRT5 block: 1

How did CS(=O)(=O)N1[C@H](C(=O)NCCc2ccncc2)[C@@H](CO)[C@@H]2Cn3c(ccc(C4=CCCC4)c3=O)[C@@H]21 do in these assays?
ERp5 block: 7; ERAP1 inh: 4; CASP6 VEID inh: 1; DENV2 CPE rescue: -2; SIRT5 block: -3

Results for CO[C@@H]1CN(C)C(=O)c2ccc(NC(=O)C3CC3)cc2OC[C@H](C)N(CCc2ccccc2)C[C@@H]1C ?
ERp5 block: 1; F508del corr: -2.8; ERAP1 inh: -2; CASP6 VEID inh: -2; miR122 inh: -4[16.7 µM]; DENV2 CPE rescue: -1; SIRT5 block: 3

Results for CCOC(=O)C(CC)Sc1nc(N)c(NC(=O)c2ccc(OC)c(OC)c2)c(=O)[nH]1 (stereo not given) ?
ERp5 block: 1; F508del corr: -0.8; ERAP1 inh: 1; CASP6 VEID inh: -1; DENV2 CPE rescue: -1; SIRT5 block: -4

What do the screens show for `O=C(CSc1nc2ncccc2[nH]1)NC1CCCCC1`?
ERp5 block: 4; F508del corr: -0.2; ERAP1 inh: 1; CASP6 VEID inh: 1; miR122 inh: -4; DENV2 CPE rescue: 2; SIRT5 block: -1

Results for CC1CC(C)CN(c2ccc([N+](=O)[O-])nc2)C1 (stereo not given) ?
ERp5 block: -2; F508del corr: -1.2; ERAP1 inh: 3; CASP6 VEID inh: -3; DENV2 CPE rescue: -5; SIRT5 block: 3

How did Cc1ccc(S(=O)(=O)Nc2ccc3c(c2)C(=O)N([C@@H](C)CO)C[C@H](C)[C@@H](CN(C)C)OCCCC[C@@H](C)O3)cc1 do in these assays?
ERp5 block: -2; F508del corr: -3.1; ERAP1 inh: 1; CASP6 VEID inh: 0; miR122 inh: 2[16.7 µM]; DENV2 CPE rescue: -15; SIRT5 block: -1

What do the screens show for `COc1cccc(NC(=O)N[C@H]2CC[C@@H](CC(=O)NCc3ccncn3)O[C@H]2CO)c1`?
ERp5 block: 14; F508del corr: 1.1; ERAP1 inh: 0; CASP6 VEID inh: 4; miR122 inh: 21[16.7 µM]; DENV2 CPE rescue: -4; SIRT5 block: -10

How did O=C1OCC(CC2=C(O)C(=O)OC2)=C1O do in these assays?
ERp5 block: 3; F508del corr: -2.0; ERAP1 inh: -1; CASP6 VEID inh: -1; miR122 inh: -3; DENV2 CPE rescue: -3

What do the screens show for `COc1ccc(CCNC(=O)CN2C(=O)NC3(CCCCC3C)C2=O)cc1` (stereo not given)?
ERp5 block: 0; F508del corr: 1.1; ERAP1 inh: 0; CASP6 VEID inh: -2; miR122 inh: -7; DENV2 CPE rescue: -6; SIRT5 block: -4

What do the screens show for `Cc1cccc(OCC(=O)N2CCN(C(=O)c3ccc([N+](=O)[O-])cc3)CC2)c1`?
ERp5 block: 2; F508del corr: 1.8; ERAP1 inh: -3; CASP6 VEID inh: -5; miR122 inh: -7; DENV2 CPE rescue: 2; SIRT5 block: -1

Compounds listed so far that have an NH in an aromatic ring (3):
What do the screens show for `COc1cc(CNc2ccc3[nH]c(=O)[nH]c3c2)ccc1OCc1ccc(C)cc1`?
ERp5 block: 1; F508del corr: 3.9; ERAP1 inh: 0; CASP6 VEID inh: 2; miR122 inh: -11; DENV2 CPE rescue: 9; SIRT5 block: -1

Results for CCOC(=O)C(CC)Sc1nc(N)c(NC(=O)c2ccc(OC)c(OC)c2)c(=O)[nH]1 (stereo not given) ?
ERp5 block: 1; F508del corr: -0.8; ERAP1 inh: 1; CASP6 VEID inh: -1; DENV2 CPE rescue: -1; SIRT5 block: -4

What do the screens show for `O=C(CSc1nc2ncccc2[nH]1)NC1CCCCC1`?
ERp5 block: 4; F508del corr: -0.2; ERAP1 inh: 1; CASP6 VEID inh: 1; miR122 inh: -4; DENV2 CPE rescue: 2; SIRT5 block: -1
